IMPase Li cell = IMPase inhibition in cells with lithium potentiation. Potency, µM (series often up to 59.4 µM), without a hit: top-dose activity, negative = IMPase inhibition, actives largely listed as inhibitors. CHO-M1 cells, IP1 TR-FRET (IP-One), carbachol + lithium. actives 0.35% (n = 210,000);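 also: IP1 builds up when IMPase is blocked and the TR-FRET signal falls; potency is read from the fitted curve at half-maximal effect; plate controls were basal vehicle for no effect and high inhibitor control for full effect; nearly all actives have a fitted effect of over 50% in size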
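Steps: plate 2000 CHO-M1 cells per well and culture 16–30 h; add compound and lithium; incubate 30 min, 37C; add d2-IP1 tracer and Eu cryptate anti-IP1 antibody in lysis buffer; read after 10 min at room temperature.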
LMNA splice mod = modulators of lamin A splicing; Potency, µM (top dose mostly 46.1 µM), inactives show at the top dose ratio change, negative = inhibition, actives largely listed as inhibitors; actives 0.01% (n = 200,000); HeLa LMNA splicing GFP/RFP minigene ratio, 48 h; AID 1487; active = well fitted inhibition curve with a large enough effect in the signal ratio, with a control signal flat, not every such curve was filed as active; inconclusive = small, poorly fitted or top-dose-only effect, or effect the other way, or a change in a side signal; the % refers to the signal ratio; also: potency is read from the fitted curve at half-maximal effect; % is scaled to controls: 0 for no effect and ±100 for the full control effect
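S3 HeLa cells stably expressing lamin A-EGFP splicing minigene plus DsRed2, 600 cells/well, 48 h compound exposure at 37C. Laser-scanning cytometry; analysed as GFP (500-530 nm)/RFP (575-640 nm) total intensity ratio; 0.5% DMSO vehicle.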
HTT ATP protect = protects HTT-Q103 PC12 cells, measured by ATP | PC12 HTT-Q103 induced, cytoprotection, ATP luminescence, 40 h | Potency, µM (series often up to 56.4 µM), without a hit: cytoprotection (ATP increase), usual class: activators | actives 0.14% (n = 230,000) | AID 1471;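 also: potency is read from the fitted curve at half-maximal effect; % of control where 0% means no effect; nearly all actives have a fitted effect of over 45% in size; toxic huntingtin expression switched on by the ecdysone agonist tebufenozide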
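PC12 cells with ecdysone-inducible HTT exon 1 Q103-GFP, induced with 100 nM tebufenozide and co-treated with library compounds in a dose series (1536-well, 1500 cells/well). Cytoprotection read as ATP content by ATPlite luminescence.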
CBFb-RUNX1 inh = inhibitors of human CBF-beta and RUNX1 interaction; 230,000 tested, under 10 active; Q01196+Q13951; Potency, µM (highest dose often 59.8 µM), without a hit: at the top dose activity, negative = inhibition, most hits filed as inhibitors; AID 1477; AlphaScreen CBFb-His/RUNX1-biotin binding, biochemical; also: % of control where 0% means no effect
Target sequence (Q01196 whole entry, looked up): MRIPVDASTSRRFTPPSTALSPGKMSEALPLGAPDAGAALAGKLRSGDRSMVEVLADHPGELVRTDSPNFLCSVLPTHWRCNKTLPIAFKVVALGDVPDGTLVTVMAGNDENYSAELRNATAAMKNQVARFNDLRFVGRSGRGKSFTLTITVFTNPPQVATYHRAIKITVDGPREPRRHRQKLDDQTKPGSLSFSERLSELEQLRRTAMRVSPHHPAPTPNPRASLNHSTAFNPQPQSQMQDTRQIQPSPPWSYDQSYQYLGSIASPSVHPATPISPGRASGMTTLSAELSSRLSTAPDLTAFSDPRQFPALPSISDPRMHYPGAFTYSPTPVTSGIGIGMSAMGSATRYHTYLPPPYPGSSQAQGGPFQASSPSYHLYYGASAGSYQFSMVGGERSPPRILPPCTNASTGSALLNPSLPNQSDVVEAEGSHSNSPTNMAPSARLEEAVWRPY
Target sequence (Q13951 whole entry, looked up): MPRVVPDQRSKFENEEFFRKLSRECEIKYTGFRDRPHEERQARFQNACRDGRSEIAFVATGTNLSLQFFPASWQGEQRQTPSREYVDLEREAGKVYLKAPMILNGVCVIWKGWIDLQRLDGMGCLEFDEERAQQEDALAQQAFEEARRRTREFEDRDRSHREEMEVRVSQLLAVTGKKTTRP
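Bead-based AlphaScreen assay; binding partners His-tagged CBF-beta and biotinylated RUNX1 at 30 nM each. Compound exposure 15 min after a 20-min protein preincubation; bead step 90 min; all steps at room temperature.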
SMN2 splice enh = enhancers of SMN2 splice variant expression. Potency, µM (titrated, usually from 46.1 µM), inactives show at the top dose activity change, positive = activation, most hits filed as activators. actives 2.8% (n = 210,000). HEK293 SMN2-luciferase splicing reporter, luminescence, 30-36 h; also: potency is read from the fitted curve at half-maximal effect; % of control where 0% means no effect; nearly all actives have a fitted effect of over 55% in size
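HEK293 cells carry an SMN2 minigene-luciferase reporter in which exon 7 inclusion puts luciferase in frame. Cells were seeded at 2000 cells/well, attached for 10-12 hours, then exposed to compounds for 30-36 hours at 37C before ONE-Glo luminescence.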
HTT aggregate = mutant huntingtin aggregation inhibition; PC12 HttQ103-GFP aggregates, Acumen cytometry, 40 h; Potency, µM (series often up to 46.1 µM), without a hit: at the highest dose activity change, negative = inhibition, actives largely listed as inhibitors; actives 1.1% (n = 220,000); also: potency is read from the fitted curve at half-maximal effect; % is scaled to controls: 0 for no effect and ±100 for the full control effect; nearly all actives have a fitted effect of over 60% in size
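PC12 cells stably carrying ecdysone-inducible HTT exon 1 Q103–GFP were induced with tebufenozide (100 nM final) and treated with library compounds in titration. GFP aggregates in lysates were counted by laser scanning cytometry.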
KinaseGlo FLuc = counter-screen: inhibitors of Kinase-Glo firefly luciferase; Q27757; Kinase-Glo luciferase, ATP luminescence, 8 min; Potency, µM (doses to about 38.3 µM), for the others: top-dose activity change, negative = inhibition, hits mostly inhibitors; actives 0.28% (n = 200,000); AID 1379; also: potency is read from the fitted curve at half-maximal effect; % is scaled to controls: 0 for no effect and ±100 for the full control effect; nearly all actives have a fitted effect of over 60% in size
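Substrate mix (final 50 mM imidazole pH 7.2, 50 mM KCl, 7 mM MgCl2, 10 uM ATP, 0.01% Tween 20, 0.05% BSA) plus pin-tool compound, then Kinase-Glo detection mix; 8 min ambient, luminescence read.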
Numbers without * were called inactive; & = joins results of further samples; [ ] = dose if it differs, or a comment. Unless noted, calls follow the shape of the dose curve; as a rule, active = well fitted curve in the direction sought with a large enough effect; inconclusive = small, poorly fitted or top-dose-only effect, or another doubt; inactive = no such curve, though single readings can be large; an effect the other way counts as inactive or inconclusive.

`COc1ccccc1NC(=O)c1cnc2n(c1=O)CCS2` gave IMPase Li cell 11.3%[38.3 µM], LMNA splice mod 8.4%, HTT ATP protect -26.6%, CBFb-RUNX1 inh -1.8%, SMN2 splice enh -4.8%, HTT aggregate -0.4% and KinaseGlo FLuc -4.6%.
`CC(=O)c1ccc(NC(=O)/C(Cl)=C/c2ccccc2)cc1` gave IMPase Li cell 0.0%, HTT ATP protect -18.9%, CBFb-RUNX1 inh -2.9%, SMN2 splice enh inconclusive, HTT aggregate 15.2% and KinaseGlo FLuc -8.2%.
Screening Cc1c(NC(=O)CSc2nnnn2-c2ccc(F)cc2)c(=O)n(-c2ccccc2)n1C returned IMPase Li cell 1.2%, HTT ATP protect -73.2%, CBFb-RUNX1 inh 1.6%, SMN2 splice enh 7.2%, HTT aggregate 28.9%[9.22 µM] and KinaseGlo FLuc 1.0%.
`CN(Cc1cccnc1)C(=O)CC1C(=O)NCCN1CC(c1ccccc1)c1ccccc1` (centres undefined) gave IMPase Li cell 4.9%, HTT ATP protect 1.9%[10 µM], CBFb-RUNX1 inh -4.1%, SMN2 splice enh 0.1%, HTT aggregate 10.1%[9.22 µM] and KinaseGlo FLuc -1.5%.
For Cc1cc(Cl)cc2c1NC(=O)[C@]21[C@@H]2C(=O)N(Cc3ccccc3)C(=O)[C@@H]2[C@@H]2CCCN21 the results were IMPase Li cell 18.8%[38.3 µM], LMNA splice mod inconclusive, HTT ATP protect 15.7%, CBFb-RUNX1 inh -1.7%&-7.2%, SMN2 splice enh 9.4%, HTT aggregate 0.2% and KinaseGlo FLuc 5.2%.
For Cc1ccc(S(=O)(=O)N(C)c2ccc(NS(C)(=O)=O)cc2)cc1 the results were IMPase Li cell 3.2%[38.3 µM], LMNA splice mod -5.7%, HTT ATP protect 4.2%, CBFb-RUNX1 inh 2.9%, SMN2 splice enh -0.8%, HTT aggregate 26.4% and KinaseGlo FLuc -1.7%.
COc1ccc2[nH]cc(CCCN3C(=O)c4ccccc4C3=O)c2c1 was read as IMPase Li cell 2.3%, LMNA splice mod inconclusive, HTT ATP protect 24.4%[10 µM], CBFb-RUNX1 inh -8.1%, SMN2 splice enh -41.8%[inhibitor], HTT aggregate 1.0% and KinaseGlo FLuc 0.6%.
COc1ccc(Br)cc1C(=O)Nc1ccccc1N1CCN(C(=O)c2ccccc2)CC1 was read as IMPase Li cell 0.9%, LMNA splice mod inconclusive, HTT ATP protect 9.2%[10 µM], CBFb-RUNX1 inh 1.4%, SMN2 splice enh -12.9%, HTT aggregate -21.1% and KinaseGlo FLuc -2.2%.
`COc1cc(/C=C(/NC(=O)c2ccc(Cl)cc2Cl)C(=O)O)cc(OC)c1OC` gave IMPase Li cell 0.8%, LMNA splice mod -13.9%, HTT ATP protect 2.5%[10 µM], CBFb-RUNX1 inh -7.3%, SMN2 splice enh -2.7%, HTT aggregate 24.7% and KinaseGlo FLuc 0.6%.
For Cc1nn(C)cc1CNC(=O)CCC(=O)O the results were IMPase Li cell -6.1%[38.3 µM], LMNA splice mod 1.9%, HTT ATP protect 16.2%, CBFb-RUNX1 inh 2.6%, SMN2 splice enh 4.6%, HTT aggregate -7.1% and KinaseGlo FLuc -2.4%.
NC(=O)c1ccc(NC(=O)COC(=O)CCSc2ccccc2)cc1 was read as HTT ATP protect 1.7%[10 µM], CBFb-RUNX1 inh -1.5% and HTT aggregate -9.1%[9.22 µM].
Screening COc1ccc(C2CC(c3cccs3)=NN2C(=O)CSc2nnnn2C)cc1OC (centres undefined) returned IMPase Li cell 1.6%, LMNA splice mod 10.7%[46 µM], HTT ATP protect -37.9%, CBFb-RUNX1 inh -9.1%, SMN2 splice enh 6.9%, HTT aggregate inconclusive and KinaseGlo FLuc 1.1%.
Screening COc1cc(OC)c(NC(=S)Nc2cc(Cl)cc(Cl)c2)cc1Cl returned IMPase Li cell 2.5%, LMNA splice mod inconclusive, CBFb-RUNX1 inh -2.5%, SMN2 splice enh -25.7%, HTT aggregate -3.4% and KinaseGlo FLuc -8.4%.
COc1ccc(N2C(S)=C(C#N)C(=O)NC23CCCCC3)cc1 was read as IMPase Li cell 3.3%, LMNA splice mod -9.2%[46 µM], HTT ATP protect -16.3%[10 µM], CBFb-RUNX1 inh -0.3%, HTT aggregate 2.5%[9.22 µM] and KinaseGlo FLuc -2.4%.
O=C(NCc1ccco1)c1ccc(S(=O)(=O)c2cccc(S(=O)(=O)N3CCOCC3)c2)cc1 was read as IMPase Li cell -6.6%[38.3 µM], LMNA splice mod -0.9%, HTT ATP protect -14.8%, CBFb-RUNX1 inh -1.0%, SMN2 splice enh inconclusive, HTT aggregate -0.2% and KinaseGlo FLuc 3.9%.
For COC(=S)Nc1cccc(C(F)(F)F)c1 the results were HTT ATP protect 0.3%[10 µM], CBFb-RUNX1 inh 21.6% and HTT aggregate 1.2%[9.22 µM].
For CC(C)c1ccc(NC(=O)COc2nnc(-c3cccs3)c(-c3cccs3)n2)cc1 the results were IMPase Li cell 19.7%[38.3 µM], LMNA splice mod -11.7%, HTT ATP protect -3.6%, CBFb-RUNX1 inh -4.7%, SMN2 splice enh -13.5%, HTT aggregate -16.3% and KinaseGlo FLuc -3.3%.
Screening Nc1ccc2c3c(cccc13)C(=O)NC2=O returned IMPase Li cell 18.3%&-3.4%, LMNA splice mod inconclusive, HTT ATP protect -51.9%[inhibitor], CBFb-RUNX1 inh inconclusive, SMN2 splice enh 2.2%&0.0% and KinaseGlo FLuc -2.0%.
Screening O=C(NCc1ccccc1)C1=C[C@H](c2coc3ccccc3c2=O)C[C@H](OCCCCO)O1 returned IMPase Li cell 1.8%, HTT ATP protect -8.4%[10 µM], CBFb-RUNX1 inh 9.5% and HTT aggregate -12.5%[9.22 µM].
O=C(c1ccc(CNc2c(N3CCCC3)c(=O)c2=O)cc1)N1CCN(C2CCCCC2)CC1 was read as IMPase Li cell 11.2%, LMNA splice mod -2.0%, CBFb-RUNX1 inh 5.7%[2.36 µM], SMN2 splice enh inconclusive, HTT aggregate -11.7% and KinaseGlo FLuc 1.0%.

Copied from the entries so far, 2 compounds:
NC(=O)c1ccc(NC(=O)COC(=O)CCSc2ccccc2)cc1 was read as HTT ATP protect 1.7%[10 µM], CBFb-RUNX1 inh -1.5% and HTT aggregate -9.1%[9.22 µM].
Screening COc1ccc(C2CC(c3cccs3)=NN2C(=O)CSc2nnnn2C)cc1OC (centres undefined) returned IMPase Li cell 1.6%, LMNA splice mod 10.7%[46 µM], HTT ATP protect -37.9%, CBFb-RUNX1 inh -9.1%, SMN2 splice enh 6.9%, HTT aggregate inconclusive and KinaseGlo FLuc 1.1%.

Next part:
For Cc1ccc(C(=O)NNC(=O)CSc2n[nH]c(-c3cccnc3)n2)cc1 the results were IMPase Li cell -1.1%, LMNA splice mod inconclusive, HTT ATP protect -61.6%[inhibitor], CBFb-RUNX1 inh -3.7%, SMN2 splice enh 16.7%, HTT aggregate 25.6% and KinaseGlo FLuc -2.1%.
O=C(c1cc(COc2c(F)cccc2F)on1)N1CCC(c2ccccc2Cl)C1 (centres undefined) was read as IMPase Li cell 19.5%, LMNA splice mod -24.2%[46 µM], HTT ATP protect 18.0%[10 µM], CBFb-RUNX1 inh inconclusive, HTT aggregate 12.7%[9.22 µM] and KinaseGlo FLuc 5.0%.
Screening CCC1=[N+](C)CCn2c(C)ccc21 returned IMPase Li cell 44.1%[activator][38.3 µM], LMNA splice mod 12.0%, HTT ATP protect -30.9%, CBFb-RUNX1 inh 4.1%, SMN2 splice enh -12.4%, HTT aggregate -19.0% and KinaseGlo FLuc -3.4%.
CCOc1ncccc1C(=O)OCc1ccc(Cl)cc1 was read as IMPase Li cell 5.7%, LMNA splice mod -3.1%, HTT ATP protect 1.7%[0.074 µM], CBFb-RUNX1 inh inconclusive, SMN2 splice enh 4.5%, HTT aggregate 1.0% and KinaseGlo FLuc 2.8%.
Cc1cc(-c2ccccc2)nc(N2CCN(c3ccccn3)CC2)n1 was read as IMPase Li cell 18.2%[38.3 µM], LMNA splice mod inconclusive, HTT ATP protect -24.5%[10 µM], CBFb-RUNX1 inh -1.2%, SMN2 splice enh inconclusive, HTT aggregate -25.4% and KinaseGlo FLuc 1.1%.
For CCN(CC)CCNc1nc2nonc2nc1NCCN(CC)CC the results were HTT ATP protect 6.2%[10 µM], CBFb-RUNX1 inh 12.1% and HTT aggregate -7.2%[9.22 µM].
`CCSc1nc2sc3c(c2c(=O)n1-c1ccc(OC)cc1)CCN(C)C3` gave HTT ATP protect 13.0%[10 µM], CBFb-RUNX1 inh -3.1% and HTT aggregate -7.8%[9.22 µM].
`SC(COCc1ccccc1)CN1CCN(Cc2ccc3c(c2)OCO3)CC1` (centres undefined) gave LMNA splice mod 2.7%, HTT ATP protect 28.5%[10 µM], CBFb-RUNX1 inh -1.7% and HTT aggregate 24.1%.
Screening Cc1ccc(OCCCC(=O)Nc2ccc(N3CCOCC3)cc2)c(C)c1 returned IMPase Li cell 30.6%[38.3 µM], LMNA splice mod -15.8%, HTT ATP protect 2.7%[10 µM], CBFb-RUNX1 inh -8.2%, SMN2 splice enh -8.6%, HTT aggregate -1.5% and KinaseGlo FLuc -1.0%.
`O=C(O)CSC(C(=O)Nc1ccc(Br)cc1)c1ccccc1` (centres undefined) gave IMPase Li cell -8.0%, LMNA splice mod 2.1%[9.22 µM], HTT ATP protect -32.1%[inhibitor], CBFb-RUNX1 inh -3.5%, SMN2 splice enh -5.4%, HTT aggregate 5.7%[9.22 µM] and KinaseGlo FLuc -0.7%.
For Cc1ccc(S(=O)(=O)N2CCCC2C(=O)NCc2ccco2)cc1 (centres undefined) the results were IMPase Li cell 18.0%[38.3 µM], LMNA splice mod -9.8%, HTT ATP protect 12.8%, CBFb-RUNX1 inh -1.7%, SMN2 splice enh -6.1%, HTT aggregate 9.5% and KinaseGlo FLuc 5.4%.
For Cc1cc(C)n(-c2ccc(C(=O)C(C#N)c3nc4ccccc4n3C)cc2)n1 (centres undefined) the results were IMPase Li cell inconclusive, LMNA splice mod 2.9%, HTT ATP protect -33.4%[10 µM], CBFb-RUNX1 inh 6.9%, SMN2 splice enh -22.3%, HTT aggregate -4.1% and KinaseGlo FLuc -21.1%.
`CC(=O)N=c1c(C#N)cc2c(=O)n3ccccc3nc2n1CCCOC(C)C` gave HTT ATP protect -8.0%[10 µM], CBFb-RUNX1 inh 25.7% and HTT aggregate 0.3%[9.22 µM].

Assay outcomes from PubChem BioAssay.
